# KCNQ2 block – KCNQ2 potassium channel inhibitors, primary screen, cell-based, CHO-K1, FluxOR thallium flux, B-score (AID 2156); Potassium voltage-gated channel subfamily KQT member 2 (Rattus norvegicus), O88943; 20 min; active compounds read low; B-score at 10 µM; actives 1.1% (n = 310,000);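 active means fluorescence ratio B-score at most minus 3 library SDs, with starting brightness B-score within 2 library SDs, cut at about -5.5 in these data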
# Target sequence (O88943 whole entry, looked up): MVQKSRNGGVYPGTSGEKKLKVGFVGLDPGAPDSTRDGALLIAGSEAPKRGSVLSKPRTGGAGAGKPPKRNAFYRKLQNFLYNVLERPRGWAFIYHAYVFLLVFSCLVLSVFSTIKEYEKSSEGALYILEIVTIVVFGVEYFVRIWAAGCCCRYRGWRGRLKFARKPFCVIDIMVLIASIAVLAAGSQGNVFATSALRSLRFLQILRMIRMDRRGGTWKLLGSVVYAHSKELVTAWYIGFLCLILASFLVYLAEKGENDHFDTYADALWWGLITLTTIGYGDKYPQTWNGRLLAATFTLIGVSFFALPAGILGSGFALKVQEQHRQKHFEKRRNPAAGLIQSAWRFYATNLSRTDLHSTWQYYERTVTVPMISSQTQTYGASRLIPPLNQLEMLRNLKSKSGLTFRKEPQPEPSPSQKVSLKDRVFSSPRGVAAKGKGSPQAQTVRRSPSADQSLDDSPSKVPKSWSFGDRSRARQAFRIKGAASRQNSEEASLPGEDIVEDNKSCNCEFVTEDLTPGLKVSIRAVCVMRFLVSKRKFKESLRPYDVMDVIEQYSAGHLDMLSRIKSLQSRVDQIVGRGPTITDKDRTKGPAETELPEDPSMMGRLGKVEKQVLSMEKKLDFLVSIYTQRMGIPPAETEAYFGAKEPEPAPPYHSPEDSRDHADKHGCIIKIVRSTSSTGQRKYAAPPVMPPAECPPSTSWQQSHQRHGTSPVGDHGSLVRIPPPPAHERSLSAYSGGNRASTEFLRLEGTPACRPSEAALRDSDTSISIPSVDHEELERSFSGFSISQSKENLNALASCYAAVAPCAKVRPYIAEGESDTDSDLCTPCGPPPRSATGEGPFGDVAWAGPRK
# Kir21 inh – inhibitors of mouse Kir2.1 inward-rectifier potassium channel. B-score at 10 µM. Inward rectifier potassium channel 2 (Mus musculus), P35561. HEK293-Kir2.1, FluxOR thallium flux fluorescence; active compounds read low. actives 0.85% (n = 310,000);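 active means fluorescence ratio B-score at or below minus 3 SD of library scores, with starting-brightness B-score within 2 SD, cut at about -4.2 in these data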;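 further: channel flux triggered by added potassium and thallium sulfate stimulus; B-score of peak minus minimum fluorescence over baseline after thallium stimulus; more negative B-score means stronger Kir2.1 block with less thallium influx; some compounds called inactive have numbers as strong as hits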
# * = called active by the depositor; i = inactive; & = joins results of further samples.
SMILES | Kir21 inh | KCNQ2 block
COc1c2c(cc3oc(C)cc(=O)c13)OC(C(C)(C)OC1OC(CO)C(O)C(O)C1O)C2 (stereo not drawn) | 1.75 | i
Cc1ccc(S(=O)(=O)N2CC(O)CC2C(=O)Nc2ccc3c(c2)CCC3)cc1 (stereo not drawn) | -0.43 | i
Cc1nc2nc(-c3ccccc3)nn2c(C)c1C | 1.66 | i
COc1ccc(CCNC(=O)c2ccc3ccccc3n2)cc1 | 1.64 | i
O=C(c1cccc([N+](=O)[O-])c1)N1CCCC(C(=O)N2CCc3ccccc3C2)C1 (stereo not drawn) | -0.04 | i
Cc1ccc(S(=O)(=O)N(C)CC(=O)OCC(=O)N2CCCC2=O)cc1 | -1.15 | i
CCOC(=O)Nc1ccc2c(c1)N(C(=O)CN1CCN(C)CC1)c1ccccc1S2 | 1.2 | i
COc1ccc(NC(=O)CN2CCC(n3c(C)nc4cc(F)ccc43)CC2)c(OC)c1 | 0 | i
O=C(CSc1cccs1)NCCc1ccccc1 | 0.54 | i
Clc1ccc(-c2cccs2)nn1 | 0 | i
COc1ccccc1-n1c(-c2ccco2)n[nH]c1=S | -0.15 | i
Nc1nc(-c2ccc3c(c2)CCO3)cs1 | 0.25 | i
CN1CCN(C(=S)c2cn(Cc3ccc(F)cc3)c3ccccc23)CC1 | 0.12 | i
O=C(c1ccccc1)C1C(c2ccccc2)C1[N+](=O)[O-] (stereo not drawn) | 0.33 | i
COc1ccc(CN2C(=O)c3cccnc3C2=O)cc1S(=O)(=O)N1CCCCC1 | -0.39 | i
CCn1c(SC(=O)NC2CCCCC2)nnc1-c1cccs1 | -0.42 | i
O=C(COC(=O)C12CC3CC(CC(C3)C1)C2)Nc1ccc([N+](=O)[O-])cc1Cl | 3.3 | i
O=C(NCc1ccco1)NC(=O)c1csc([N+](=O)[O-])c1 | -2.17 | i
O=C(NC1C=CS(=O)(=O)C1)c1ccccc1 (stereo not drawn) | -0.63 | i
COc1ccccc1C(=O)COC(=O)CSC(C)C(=O)Nc1cc(C)on1 (stereo not drawn) | -0.67 | i
O=C(Cn1cnc2c(nnn2Cc2ccccc2F)c1=O)OCc1ccccc1 | 1.6 | i
NC(=O)C1CCN(c2cc(Cl)nc(N)n2)CC1 | 1.5 | i
CC1CC/C(=C\c2ccc3c(c2)OCO3)C(=O)/C1=C/c1ccc2c(c1)OCO2 (stereo not drawn) | -4.09 | i
Cc1ccc(N2C(=O)CC(NCC3CCCO3)C2=O)cc1 (stereo not drawn) | 0.01 | i
COc1ccc(NC(=S)N/N=C/c2ccc(F)cc2)cc1OC | 0.78 | i
CC1Cc2ccccc2N1C(=O)COC(=O)c1ccc(Br)o1 (stereo not drawn) | 0.57 | i
CCOC(=O)c1c(CN2CCC(C)CC2)n(C)c2cc(Br)c(OC)cc12 | 0.42 | i
COC(=O)C(NC(=O)c1ccc(F)cc1)(Nc1ncc(S(=O)(=O)c2ccc([N+](=O)[O-])cc2)s1)C(F)(F)F (stereo not drawn) | 1.49 | i
CC(=O)Oc1ccc(NC(=O)C2CCCCC2)c(C(=O)O)c1 | 0.02 | i
COc1ccc2c(c1)c(N=NC(N)=S)c(O)n2CC(=O)c1ccccc1 | -0.63 | i
CCCCn1c(N)c(Sc2ccccc2)c(=O)[nH]c1=O | 1.24 | i
CN(C)c1nc(-c2ccccc2)ncc1S(=O)(=O)c1ccccc1 | 1.4 | i
Cc1ccc(NC(=O)CN(C)C(=O)CN2C(=O)NC(C)(c3ccccc3)C2=O)cc1 (stereo not drawn) | -2.2 | i
CCOC(=O)c1cccc(NC(=O)c2ccc(NC(=O)C3CCCO3)cc2)c1 (stereo not drawn) | 1.37 | i
CCOC(=O)c1ccccc1NC(=O)Cn1cnc2c1c(=O)n(C)c(=O)n2C | -1.74 | i
COc1ccc(CCNC(=O)c2ccccc2Cl)cc1OC | 0.35 | i
O=C(CCC(=O)N1CCCCC1)Nc1ccc(Cl)c(Cl)c1 | 0.55 | i
COc1ccc(C2=Nn3c(nnc3C(F)(F)F)SC2)cc1 | -0.13 | i
Cc1cccc(NC(=S)NNC(=O)c2csc3c2CCCC3)c1 | -0.3 | i
CCOCCCNc1nc(C)nc2c1nnn2Cc1c(F)cccc1Cl | -0.71 | i
COC(=O)C(C)(C)ONC(=O)Nc1ccc(C)cc1 | 0.45 | i
COc1ccc(O)c(CN2CCN(C/C=C/c3ccccc3)CC2)c1 | -0.8 | i
CN1c2ccccc2-c2nc3ccccc3n2C1c1ccncc1 (stereo not drawn) | 0.03 | i
Cc1ccc(C)n1-c1ccc(C(=O)NN=C2CCCC2)cc1 | 0.53 | i
O=C(CCCOc1ccccc1)Nc1nc2ccccc2[nH]1 | -3.13 | i
c1ccc(OCCCn2nnc(-c3cccnc3)n2)cc1 | 0.72 | i
CCc1ccc(S(=O)(=O)/N=C2\C=CC(=O)c3ccccc32)cc1 | -1.67 | i
Cc1ccc(-c2cc(C(F)F)n3ncc(C(=O)NN4CCCCC4)c3n2)cc1 | 1.39 | i
CC(CCc1ccccc1)NC(=O)COC(=O)c1cccc(N(C)C)c1 (stereo not drawn) | 0.11 | i
O=C(CCc1ccc(O)c(O)c1)NNC(=S)NCCc1ccccc1 | 1.27 | i
Cc1cccc2c1NC(=O)C21OCC(CO)([N+](=O)[O-])CO1 (stereo not drawn) | 0.76 | i
COc1ccc(OCCn2nnc(-c3ccc(Cl)cc3)n2)cc1 | 0.02 | i
Cc1cccc(-n2nc3c(c2NC(=O)c2ccco2)CSC3)c1C | 0.55 | i
COCCOC(=O)c1c(C)oc2ccc(OC(=O)COc3c(F)c(F)c(F)c(F)c3F)cc12 | -1.15 | i
O=C(N/N=C/c1cccnc1)c1ccc(O)cc1 | -0.64 | i
CC(C)Cc1nc2oc3c(NCC(C)O)ncnc3c2c2c1CCCC2 (stereo not drawn) | 0 | i
COc1c2ccoc2nc2c(OC)cccc12 | 0.58 | i
CCOC(=O)c1nnsc1Nc1ccc(C)c(C)c1 | 0.34 | i
Clc1ccc(C2=Nc3cc(Cl)ccc3OC2)cc1 | 1.01 | i
COc1ccc(-n2cnnc2SCc2csc(-c3ccccc3)n2)cc1 | -1.24 | i

# Later entries
SMILES | Kir21 inh | KCNQ2 block
COc1ccc(N=Cc2[nH]c3ccccc3c2O)cc1 | -0.5 | i
CCCC(c1nnnn1Cc1cccs1)N1CCN(c2ccc(OC)cc2)CC1 (stereo not drawn) | 1.88 | i
O=C(COC(=O)c1cc(-c2cccs2)nn1-c1ccccc1)Nc1ccc(Cl)c([N+](=O)[O-])c1 | 1.17 | i
COc1ccccc1N1CCN(CCCOc2ccc(F)cc2)CC1 | -0.3 | i
Cc1ccc([N+](=O)[O-])cc1NC(=O)c1ccc(CSc2ccccc2)cc1 | -3.15 | i
CCc1nc(SCC(=O)NC2CCCC2)c2oc3ccccc3c2n1 | -0.01 | i
CCC(=O)c1ccc(OC)c(OC)c1O | 1.36 | i
O=C(NCc1ccc(Cl)cc1)c1cc(=O)[nH]c2ccc(S(=O)(=O)N3CCOCC3)cc12 | -1.28 | i
CC(NC(=O)COc1cccnc1[N+](=O)[O-])c1ccc(Cl)cc1Cl (stereo not drawn) | 0.2 | i
CNC(=O)c1nnsc1S(=O)c1ccc(Cl)cc1 (stereo not drawn) | -7.62* | i
COc1ccc(NC(=O)CN(C)C(=O)c2cccc(S(=O)(=O)N3CC4(C)CC3CC(C)(C)C4)c2)cc1 (stereo not drawn) | 0.97 | i
CCOC(=O)c1c(NC(=O)COC(=O)/C=C/c2ccco2)sc2c1CC(C)(C)NC2(C)C | -1.88 | i
CC1=CC(C)[C@H](/C=N/n2c(=O)[nH]c3c([nH]c4ccc(C)cc43)c2=O)C(C)C1 (stereo partly drawn) | -0.25 | i
COc1ccccc1NC(=O)C1CCCN1C(=O)NCc1ccccc1 (stereo not drawn) | -0.07 | i
CC(Sc1ccc2ccccc2n1)C(=O)O (stereo not drawn) | 0.56&0.54 | i
COc1ccccc1CCNC(=O)c1ccc(Br)s1 | -0.74 | -6.34*
Cc1ccc(OCC(=O)NNC(=S)NC(=O)C(C)(C)C)c(Br)c1 | -1.58 | i
CC(C)(CNC(=S)NCCc1ccccc1)CNC(=S)NCCc1ccccc1 | 1.79 | i
Cc1ccc(Cn2nc(C)cc2C(=O)Nc2ccc(Cl)cc2)cc1 | 2.35 | i
CN(C)CCCOC(=O)COc1ccc(C(C)(C)C)cc1 | 1.81 | i

# Looked up one by one from above (two):
SMILES | Kir21 inh | KCNQ2 block
CC(Sc1ccc2ccccc2n1)C(=O)O (stereo not drawn) | 0.56&0.54 | i
CN(C)CCCOC(=O)COc1ccc(C(C)(C)C)cc1 | 1.81 | i

# The listing picks up, repeating the 2 entries before the break.
SMILES | Kir21 inh | KCNQ2 block
Cc1ccc(Cn2nc(C)cc2C(=O)Nc2ccc(Cl)cc2)cc1 | 2.35 | i
CN(C)CCCOC(=O)COc1ccc(C(C)(C)C)cc1 | 1.81 | i
CCN(CC)C(=O)Cn1nc(-c2ccccc2O)nc1SCC(=O)Nc1ccc(OC)cc1 | 0.78 | i
COc1cccc(NC(=O)c2ccc(N3C(=O)C4CC=CCC4C3=O)cc2)c1 (stereo not drawn) | -1.37 | i
O=C(CNC(=O)c1cccs1)OCc1ccc(Cl)cc1 | 1.32 | i
CCOC(=O)C1CCN(CCC(=O)Nc2ccc(C)cc2)CC1 | 0.01 | i
COC(=O)CCC(=O)Nc1ccc(S(=O)(=O)N2CCCCCC2)cc1 | 0.5 | i
Cc1nc(SCc2c(F)cccc2Cl)c2c(=O)n(C)c(=O)n(C)c2n1 | 1.4 | i
COc1ccccc1CC(=O)Nc1ccc(-c2noc(COc3ccc(Br)cc3)n2)cc1 | -1.88 | i
CCN(CC)c1ccc2cc(C#N)c(=O)oc2c1 | 0.96 | i
CCCOc1ccc(/C=N/NC(=O)C2CC2)c(OCCC)c1 | 0.94 | i
Cc1nnc(NC(=O)CSc2nc(N)c(NC(=O)c3cccs3)c(=O)[nH]2)s1 | -0.82 | i
Cc1ncc([N+](=O)[O-])n1CC(=O)Nc1ccc2c(c1)OCO2 | -0.14 | i
CSCCC(NC(=O)c1occc1C)C(=O)O (stereo not drawn) | 0.43 | i
COC(=O)COc1ccc(C)cc1-n1nc2ccccc2n1 | 0.16 | i
Cc1noc(C)c1C(=O)NCc1ccccc1 | 0.59 | i
CC(=O)Nc1ccc(C(=O)CSc2cc(C)c3cccc(C)c3n2)cc1 | 1.73 | i
O=C(CSc1ncnc2c1oc1ccccc12)Nc1cccc(C(F)(F)F)c1 | -0.26 | i
COc1ccc(CCN(CC(=O)NC2CCCC2)C(=O)CCC(=O)Nc2cc(C)on2)cc1OC | -0.31 | i
Cc1cccc(/C=N/n2c(-c3ccco3)n[nH]c2=S)c1 | 0.1 | i
Cc1ccc(CN(C(=O)c2cc(=O)c3cc(C)cc(C)c3o2)C2CCS(=O)(=O)C2)cc1 (stereo not drawn) | 0.36 | i
Cc1cc(Cl)ccc1NC(=O)COC(=O)c1nc2nccc(C)n2n1 | 0.02 | i

# Rewritten as labelled records: 3 of the compounds above.
COC(=O)CCC(=O)Nc1ccc(S(=O)(=O)N2CCCCCC2)cc1
  Kir21 inh = 0.5; KCNQ2 block = i

Cc1nc(SCc2c(F)cccc2Cl)c2c(=O)n(C)c(=O)n(C)c2n1
  Kir21 inh = 1.4; KCNQ2 block = i

COc1ccccc1CC(=O)Nc1ccc(-c2noc(COc3ccc(Br)cc3)n2)cc1
  Kir21 inh = -1.88; KCNQ2 block = i

# Continued:
SMILES | Kir21 inh | KCNQ2 block
Cc1ccc(C(=O)Nc2ccccc2SCC2CSc3nc4ccccc4c(=O)n32)cc1 (stereo not drawn) | 0.2 | i
Cc1ccc(S(=O)c2snnc2C)cc1 (stereo not drawn) | -2.16 | i
COc1cc(CC(=O)OCC(=O)NCC(C)C)cc(OC)c1OC | -2.47 | i
CC1CCN(C(=O)COC(=O)Cc2ccc(Br)cc2)CC1 | -1.15 | i
CCOC(=O)N1CCN(S(=O)(=O)c2cccc3ccc(C)nc23)CC1 | -1.08 | i
Cn1c(=O)c2c(nc(CO)n2C)n(C)c1=O | 0.17 | i
O=C(CCNc1ccc(Cl)cc1)c1cccs1 | 0.03 | i
CN(C)Cc1cc(CN(C)C)c(O)c(CCc2ccccc2)n1 | 0.63 | i
COc1c(C=O)cc2c3c1CCCN3CCC2 | -2.01 | i
Cc1ccccc1NC(=O)C1C2C=CC(C3CC23)C1C(=O)O (stereo not drawn) | -0.49 | i
Cc1ccc(NC(=O)c2cccc(NC(=O)CCC(=O)O)c2)cc1C | 0.45 | i
CC1CCN(CCCNC(=O)CCNC(=O)Cn2cnc3ccccc3c2=O)CC1 | -2.05 | i
N/C(=N\OC(=O)Cc1ccc(-c2ccccc2)cc1)c1ccccn1 | -0.13 | i
CS(=O)(=O)Nc1ccc2c(c1)C(=O)OC2 | 0.01 | i
Cc1oc(C(N)=O)nc1-c1ccccc1 | -0.11 | i
CC(C)(C)N(Cc1ccccc1)C(=O)c1cccs1 | 0.59 | i
CCCC1=C([O-])C2N=CC=CC2=[N+](c2ccccn2)C1=O (stereo not drawn) | 1.05 | i
CC(=O)N1CCc2cc(Br)cc(S(=O)(=O)NCCN3CCCCC3C)c21 (stereo not drawn) | -0.51 | i
Cc1ccccc1CCN1CCCC(CN(C)C(=O)C(=O)c2ccco2)C1 (stereo not drawn) | 0.36 | i
O=C(OCc1ccc(Cl)cc1)c1cccnc1Cl | 0.73 | i
O=C(NN1C(=O)c2ccc(-c3ccc4c(c3)C(=O)N(NC(=O)c3cccnc3)C4=O)cc2C1=O)c1cccnc1 | 0.39 | i

# Bioassay records from PubChem BioAssay.
